# Screening results from PubChem.
# PGC1a acetyl inh – lowers PGC1a acetylation signal in U2OS cells. AlphaScreen anti-acetyl-lysine; with virally co-expressed GCN5 acetyltransferase. inhibition, % at 15.6 µM. 0.17% of 350,000 active. AID 651687;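 active means every replicate shows inhibition of at least 40%; inconclusive means mean inhibition at least 40% but some replicate below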;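 further: 0% = neutral control wells and 100% = positive control wells; some results beyond the cut were filed as inactive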
# S100A4 inh HTS – inhibitors of human S100A4 binding to myosin IIA peptide; P26447; AID 652163; inhibition, % at 10.7 µM; S100A4/TAMRA-MyoIIA peptide fluorescence polarization; 0.14% of 360,000 active;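 active means mean inhibition of at least 70% across replicates, with every replicate also reaching that level; inconclusive means mean inhibition reaches 70% but some replicates fall short; inactive means mean inhibition below 70%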
# Target sequence (P26447 whole entry, looked up): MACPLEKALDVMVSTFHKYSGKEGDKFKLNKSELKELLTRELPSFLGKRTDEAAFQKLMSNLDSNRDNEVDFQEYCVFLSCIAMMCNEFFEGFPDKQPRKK
#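 incubation = readout 5 min after mixing, signal stable up to 60 min | system = S100A4 monomer protein | buffer or medium = HEPES pH 7.2 with CaCl2, KCl, NaCl, DTT, Triton | benchmarks = neutral control DMSO, positive control TFP | also added = fluorescent myosin IIA peptide, 5 nM | compound dosing = one concentration per compound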
# SIRT5 inh – blocks human SIRT5 desuccinylation of peptide. 1.1% of 330,000 active. inhibition, % at 15 µM. AID 652115. Q9NXA8. Purified SirT5, succinyl-peptide AMC, trypsin-coupled fluorescence; in the data active means inhibition above about 15%; inconclusive means no clear call, values can overlap the other calls
# XiGFP reactiv – reactivates the inactive X chromosome in mouse fibroblasts; XiGFP mouse fibroblasts, % GFP-positive cells imaging, 3 d; cells co-treated with 5-aza-dC sensitizer; scaled so ellipticine positive control = 100%; activation, % at 7.58 µM; 0.055% of 360,000 active; AID 743238;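 active means mean normalized replicate activation at least 10% and every replicate at or above 10%; inconclusive means only one of the two criteria met; inactive means mean below 10% and not all replicates reach 10%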;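 further: 0% = median of on-plate neutral control wells and 100% = ellipticine 6 µM median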
#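 Material: SV40-immortalized XiGFP fibroblast cells, line 68-5-11 | Buffer or medium: DMEM containing 5-aza-dC | Dosing: One concentration, pinned | Times: 3 d treatment, 15 min room-temperature fixation | Controls: Ellipticine 6 µM positive control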
# LGR2 antag – Drosophila LGR2 receptor signaling inhibition; HEK293 LGR2, CRE-luciferase, bursicon-stimulated, 4 h; inhibition, % at 9.99 µM; 0.35% of 380,000 active; AID 720647;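 active means drop in luminescence signal, shown as inhibition above about 50% in the replicate tests, limit read from the data, passing the limit was not always enough; inconclusive means probably only some replicates passing the limit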;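 further: agonist challenge used bursicon conditioned medium at about half maximal strength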
# C2C12 statin – protects C2C12 myotubes from simvastatin toxicity | ATP luminescence, 48 h; scaled: DMSO 0, geranylgeraniol control 100 | 0.78% of 330,000 active | rescue of ATP level, % at 7.49 µM;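 active means mean ATP rescue above about 67%, or every replicate alone reaching that limit, limit read from the data, passing the limit was not always enough; inconclusive means no clear call, values can overlap the other calls; inactive means mean under the limit and some replicate under it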;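 further: myotubes were challenged with 10 µM simvastatin during compound exposure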
# Cneo AK release – Cryptococcus neoformans lysis via adenylate kinase release; C. neoformans lysis, adenylate kinase release luminescence, 4 h; normalised: neutral wells 0, clomiphene wells 100; lysis activity, % at 15 µM; 0.2% of 360,000 active; AID 651654;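 active means mean lysis activity across replicates of at least 80%, whatever share of replicates individually reach that level; inactive means mean lysis activity below 80%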
#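 Material: C. neoformans cells | Amount: Yeast cell density of 5 × 10^6 cells/mL | Medium: Fresh YPD growth medium | Dosing: Single dose | Times: Static 4 h at 37 °C with compound, 1 h detection | Detection: AK luminescence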
# ERAP1 inh – ERAP1 (human) enzyme inhibition. Q9NZ08. recombinant ERAP1, Leu-AMC fluorescence, 60 min. inhibition, % at 10.7 µM. 0.15% of 340,000 active. AID 652197;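 active means mean replicate inhibition of at least 30%, or all replicates individually reaching that 30% level; inactive means mean below 30% and not every replicate reaching it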;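 further: 0% = neutral control wells and 100% = L-leucinethiol positive control wells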
# Target sequence (Q9NZ08 whole entry, looked up): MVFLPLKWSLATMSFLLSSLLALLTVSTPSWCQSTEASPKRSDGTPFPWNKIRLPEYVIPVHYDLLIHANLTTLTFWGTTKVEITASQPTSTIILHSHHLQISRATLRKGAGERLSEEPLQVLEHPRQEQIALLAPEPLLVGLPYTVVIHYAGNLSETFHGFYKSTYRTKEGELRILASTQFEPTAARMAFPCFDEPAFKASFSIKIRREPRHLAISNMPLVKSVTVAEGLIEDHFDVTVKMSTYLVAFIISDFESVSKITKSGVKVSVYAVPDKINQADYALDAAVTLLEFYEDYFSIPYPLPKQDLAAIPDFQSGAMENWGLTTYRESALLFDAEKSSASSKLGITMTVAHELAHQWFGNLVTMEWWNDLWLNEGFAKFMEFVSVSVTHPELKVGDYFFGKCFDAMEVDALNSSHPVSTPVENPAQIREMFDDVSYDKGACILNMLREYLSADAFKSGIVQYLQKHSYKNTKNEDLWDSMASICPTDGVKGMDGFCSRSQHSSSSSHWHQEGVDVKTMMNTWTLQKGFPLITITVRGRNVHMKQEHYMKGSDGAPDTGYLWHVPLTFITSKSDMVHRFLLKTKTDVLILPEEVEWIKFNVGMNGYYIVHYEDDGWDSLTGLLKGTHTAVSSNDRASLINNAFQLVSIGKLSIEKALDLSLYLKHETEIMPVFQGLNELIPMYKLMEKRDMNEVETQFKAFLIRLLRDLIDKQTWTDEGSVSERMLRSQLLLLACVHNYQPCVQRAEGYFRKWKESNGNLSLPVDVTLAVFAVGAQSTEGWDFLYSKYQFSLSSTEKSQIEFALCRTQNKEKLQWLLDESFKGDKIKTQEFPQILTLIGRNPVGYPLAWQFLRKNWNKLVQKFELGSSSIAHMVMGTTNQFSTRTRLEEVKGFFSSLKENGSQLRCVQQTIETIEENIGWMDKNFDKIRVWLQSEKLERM
# * marks the source's active call; other numbers are inactive results; ? = inconclusive; · = not tested or not shown.
SMILES,PGC1a acetyl inh,S100A4 inh HTS,SIRT5 inh,XiGFP reactiv,LGR2 antag,C2C12 statin,Cneo AK release,ERAP1 inh
Cc1nc2ccc(NC(=O)c3ccc(N4C(=O)CCC4=O)cc3)cc2s1,4,-1,0,0.0,-11,-1,3,-2
c1ccc(-c2noc(-c3ccccc3-c3ccccc3)n2)cc1,4,0,-2,·,-1,·,-7,9
C[C@@H]1CN([C@@H](C)CO)C(=O)c2cc(NC(=O)c3ccncc3)ccc2O[C@@H](C)CCCCO[C@H]1CN(C)CC1CCCCC1,-14,8,-1,0.0,10,·,5,4
Cc1cccc(NC(=O)CSCC(=O)Nc2cc(S(=O)(=O)N3CCOCC3)ccc2OC(C)C)c1,2,0,2,0.2,-9,9,-3,-5
C[C@@H]1CCCCO[C@H](CN(C)S(=O)(=O)c2ccc(F)cc2)[C@H](C)CN([C@H](C)CO)C(=O)c2cc(NC(=O)C3CCCCC3)ccc2O1,-6,-3,4,0.0,1,·,0,0
COC1=C/C(=C/c2c(N)n3c(nc2=O)sc2cc(S(C)(=O)=O)ccc23)C=CC1=O,3,26,1,0.9,17,27,4,2
CC(C)CN(C(=O)COC(=O)c1cc2ccccc2cc1O)c1c(N)n(Cc2ccccc2)c(=O)[nH]c1=O,-5,1,2,0.0,6,-6,1,0
COc1cc(C(=O)NCCSc2ccccc2)cc(OC)c1OC,-6,-3,4,0.0,-5,-1,-3,4
COc1ccc2c(c1)c(=O)c(C(=O)c1ccccc1)cn2Cc1ccc(C)cc1,-16,2,1,0.0,15,14,1,4
Cc1cc(C)cc(CC(=O)N2CCC2(C)C(=O)NS(=O)(=O)c2cccc(F)c2)c1 (configuration not stated),8,7,-1,0.1,-6,-10,0,-2
CN(C)C1CCN(C(=O)c2cccc(OC3CCN(S(=O)(=O)N(C)C)CC3)c2)C1 (configuration not stated),-1,5,5,0.3,2,-38,0,3
Cc1csc(NC(=O)CSc2ccc(-c3ccccn3)nn2)n1,8,-5,1,0.1,3,-2,0,0
COCC(C)NC(=O)Cn1c(SCc2ccccc2)nc2ccccc21 (configuration not stated),·,-3,4,0.1,10,0,-2,-2
CCN(CC)C1=N/C(=C\c2ccco2)C(=O)N1c1ccccc1,-8,·,·,0.0,3,1,0,·
COc1cccc(NC(=O)c2cccc(N3C(=O)C4CCC(C)CC4C3=O)c2)c1 (configuration not stated),·,-1,-3,0.0,7,-19,2,-4
CCC(=O)Nc1ncc2c(n1)CC(c1ccco1)CC2=O (configuration not stated),4,·,·,·,-5,13,0,·
CCCCS(=O)(=O)Nc1ccc(C)cn1,·,-12,-7,-0.1,-14,·,2,-2
CS(=O)(=O)N(CC(=O)N1CCCCCC1)c1ccc(Cl)cc1,·,-2,1,0.1,-2,8,0,11
COc1ccc(/C=C/c2cc[n+](C(=O)Cc3ccccc3)cc2)cc1,7,-1,1,0.2,·,-23,-1,4
CC(C)C[C@@H](CN1CCC[C@@H]1CN1C(=O)C(=O)NC[C@@H]1Cc1ccccc1)N1C[C@H](Cc2ccc(O)cc2)N(CC2CCCCCC2)C(=O)C1=O,9,6,·,0.1,12,-32,4,·
CC1CC(C)CN(C(=O)COC(=O)Cc2c[nH]c3ccccc23)C1 (configuration not stated),·,-1,-1,-0.6,-7,0,-1,1
Cc1ccccc1Cn1cnc2ccccc21,-7,-2,-2,0.2,1,-2,0,-1
Oc1ccccc1C=NNC(=S)Nc1ccc(F)cc1,6,-5,0,1.4,-46,-8,-4,0
COc1ccc(-n2nc(C(=O)NCC(=O)N3CCCC(C)C3)c3ccccc3c2=O)cc1Cl (configuration not stated),4,10,-4,0.3,1,7,-6,2
CO[C@@H]1CN(C)C(=O)c2ccc(NC(=O)NC(C)C)cc2OC[C@@H](C)N(Cc2ccc(-c3ccccn3)cc2)C[C@H]1C,-5,-8,·,0.2,-7,19,0,0
# The list continues:
SMILES,PGC1a acetyl inh,S100A4 inh HTS,SIRT5 inh,XiGFP reactiv,LGR2 antag,C2C12 statin,Cneo AK release,ERAP1 inh
O=C(C[C@@H]1CC[C@H]2[C@@H](COC[C@@H](O)CN2Cc2nccs2)O1)NCc1ccc(Oc2ccccc2)cc1,-9,·,·,0.6,-16,19,-1,·
CN1C(=O)c2cc(NC(=O)c3ccccc3)ccc2OC[C@H]2O[C@H](CC(=O)NC3CCCC3)CC[C@H]21,1,0,-5,0.3,5,35,-5,-1
COc1ccc([C@@H](C)NC(=O)CCc2nnc(-c3cc(C)on3)o2)cc1,3,3,-7,0.2,-1,·,·,3
CN(C)C(CNC(=O)c1ccc2c(c1)S(=O)(=O)c1ccccc1C2=O)c1ccco1 (configuration not stated),·,4,·,0.0,2,1,2,·
CN(Cc1ccc(F)cc1)C(=O)COc1ccccc1-c1ccccc1,·,-1,-4,-0.1,8,3,0,0
COc1ccccc1CNC(=O)c1ccc(S(=O)(=O)N2CCCC2)cc1,-32,·,·,·,-7,8,4,·
C[C@@H]1CN([C@H](C)CO)S(=O)(=O)c2ccc(C3=CCCCC3)cc2O[C@@H]1CN(C)C(=O)CN(C)C,-32,10,-4,0.3,13,4,16,-8
Cc1c2c(nc3c(C(=O)NC4CCCC4)cnn13)CCCC2,2,·,·,·,2,-5,-1,·
COc1cc(NC(=O)C2=CC(c3cccs3)=NS(=O)(=O)N2C)cc(OC)c1OC,-11,-4,-1,0.3,15,6,0,-1
O=C(NC(=S)NC1C2CC3CC(C2)CC1C3)C12CC3CC(CC(C3)C1)C2 (configuration not stated),·,0,-1,0.0,·,·,·,0
CNC(=O)C1(c2ccccc2)CCCCC1,8,-6,0,0.0,0,1,0,1
Cc1noc(NS(=O)(=O)c2ccc(NC(=O)c3cccc(S(=O)(=O)Nc4ccccc4F)c3)cc2)c1C,·,1,1,-0.1,0,3,-1,-6
COc1ccc(CCC(=O)N2CCCC(Nc3ccccc3)C2)cc1OC (configuration not stated),-5,1,2,-0.1,10,11,1,1
CCO/C=N/Nc1nc(C(F)(F)F)nc2c1cnn2Cc1ccccc1,0,-2,3,0.2,-24,-6,-1,3
Cc1cc(C(=O)N2CCN(c3ccc([N+](=O)[O-])cc3)CC2)c(C)o1,-3,-1,5,2.8,12,·,-8,1
C[C@H](CO)N1C[C@H](C)[C@H](CN(C)C)Oc2cc(-c3cccc(C(=O)N(C)C)c3)ccc2S1(=O)=O,2,-2,-5,0.8,3,13,3,0
CC1CCc2cc(F)ccc2N1C(=O)c1cccnc1 (configuration not stated),2,5,2,0.1,-17,-10,-4,-2
O=c1[nH]c(CN2CCOCC2)nc2ccccc12,-12,0,-1,0.0,7,2,3,1
CCCNc1nc(OC(C(F)(F)F)C(F)(F)F)nc(OC(C(F)(F)F)C(F)(F)F)n1,-6,·,·,·,18,-6,2,·
C[C@H]1CN([C@@H](C)CO)C(=O)Cc2cc(NC(=O)CCCCCC(=O)Nc3ccccc3N)ccc2O[C@H]1CN(C)S(=O)(=O)c1ccccc1,-3,-5,3,0.0,0,-3,-2,-2
Cc1cccc(CN2CCN(C(=O)CN(C)C(C)C(=O)Nc3ccc(C(N)=O)cc3)CC2)c1 (configuration not stated),3,-7,1,0.0,-3,0,-2,-2
COc1ccc(Cc2c(-c3ccc(Cl)cc3)nc3c(C)cc(Br)cn23)c(C)c1,-3,-6,-2,0.4,-10,-9,2,-1
CCn1c(=O)c(C(C)=O)c(O)c2ccccc21,6,4,1,0.0,-5,14,-1,6
C[C@@H]1CN([C@@H](C)CO)C(=O)Cc2cc(NS(=O)(=O)c3cn(C)cn3)ccc2O[C@@H]1CN(C)Cc1ccc(Oc2ccccc2)cc1,-6,5,1,-1.0,1,12,0,4
OC(COCc1ccccc1)CN1CCCCC1 (configuration not stated),-6,0,-2,0.0,3,-3,-1,1
# Next results:
SMILES,PGC1a acetyl inh,S100A4 inh HTS,SIRT5 inh,XiGFP reactiv,LGR2 antag,C2C12 statin,Cneo AK release,ERAP1 inh
Cc1cc(C)nc(SCC(=O)Nc2ccc(S(=O)(=O)Nc3ncccn3)cc2)n1,3,-16,-2,0.0,-2,1,2,-6
Cc1ccc([N+](=O)[O-])cc1NC(=O)c1c(-c2ccccc2)noc1C,0,2,-3,0.0,14,5,-1,-2
CC1(C)NC(=O)N(CCOCCOc2ccccc2-c2ccccc2)C1=O,·,6,26*,0.1,15,·,·,-2
CO[C@H]1CN(C)C(=O)c2cc(NS(=O)(=O)c3cccc(Cl)c3)ccc2OC[C@H](C)NC[C@H]1C,-2,9,-3,0.0,8,-11,1,-1
O=C(Nc1ccc(Cl)c(S(=O)(=O)N2CCOCC2)c1)c1ccc2c(c1)OCCO2,4,-2,-2,0.2,?,-31,·,5
CCOC(=O)c1c(C)n(C)c2cc(-c3ccc(C)cc3)c(O)cc12,16,0,-5,0.2,14,-7,7,-1
C[C@@H]1CN([C@H](C)CO)C(=O)c2cc(NC(=O)Nc3ccc(F)cc3)ccc2O[C@@H](C)CCCCO[C@@H]1CN(C)Cc1ccccc1,-8,1,3,0.0,26,·,7,1
CCC(C)c1ccc(NC(=S)NC(C)C2CCCO2)cc1 (configuration not stated),·,-1,1,-0.2,2,·,·,5

# Structures from the list above with fluorine:
SMILES,PGC1a acetyl inh,S100A4 inh HTS,SIRT5 inh,XiGFP reactiv,LGR2 antag,C2C12 statin,Cneo AK release,ERAP1 inh
C[C@@H]1CCCCO[C@H](CN(C)S(=O)(=O)c2ccc(F)cc2)[C@H](C)CN([C@H](C)CO)C(=O)c2cc(NC(=O)C3CCCCC3)ccc2O1,-6,-3,4,0.0,1,·,0,0
Cc1cc(C)cc(CC(=O)N2CCC2(C)C(=O)NS(=O)(=O)c2cccc(F)c2)c1 (configuration not stated),8,7,-1,0.1,-6,-10,0,-2
Oc1ccccc1C=NNC(=S)Nc1ccc(F)cc1,6,-5,0,1.4,-46,-8,-4,0
CN(Cc1ccc(F)cc1)C(=O)COc1ccccc1-c1ccccc1,·,-1,-4,-0.1,8,3,0,0
Cc1noc(NS(=O)(=O)c2ccc(NC(=O)c3cccc(S(=O)(=O)Nc4ccccc4F)c3)cc2)c1C,·,1,1,-0.1,0,3,-1,-6
CCO/C=N/Nc1nc(C(F)(F)F)nc2c1cnn2Cc1ccccc1,0,-2,3,0.2,-24,-6,-1,3
CC1CCc2cc(F)ccc2N1C(=O)c1cccnc1 (configuration not stated),2,5,2,0.1,-17,-10,-4,-2
CCCNc1nc(OC(C(F)(F)F)C(F)(F)F)nc(OC(C(F)(F)F)C(F)(F)F)n1,-6,·,·,·,18,-6,2,·
C[C@@H]1CN([C@H](C)CO)C(=O)c2cc(NC(=O)Nc3ccc(F)cc3)ccc2O[C@@H](C)CCCCO[C@@H]1CN(C)Cc1ccccc1,-8,1,3,0.0,26,·,7,1

# An excerpt; the hit share may differ from the screen's.
